RGS4 inh: inhibitors of human regulator of G protein signaling 4; P49798; Transcreener GDP fluorescence polarization, RGS4-accelerated GTP hydrolysis; Potency, µM (top dose mostly 114 µM), inactives show at the top dose activity change, negative = inhibition, actives largely listed as inhibitors; 390,000 tested, 0.039% active; AID 504845; note: potency is the fitted concentration of half-maximal effect; % is set by controls: 0 for no effect and ±100 for the full control effect; nearly all actives have a fitted effect of over 75% in size; some results filed as inactive show a strong effect at the top dose
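MLSMR compounds (23 nl, pin-transferred) preincubated 10 min at room temperature with a 500nM (2x) first reagent, then RGS4 at 900nM (2x) plus Transcreener GDP mix added; fluorescence polarization (620/688 nm) read before and after 90 min at 30 °C.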
ERG-DNA inh: inhibitors of human ERG Ets domain-DNA interaction; Potency, µM (top dose mostly 76.9 µM), for inactives: top-dose FP activity, negative = inhibition, usual class: inhibitors; fluorescence polarization, His-ERG Ets domain / labelled DNA; P11308; AID 624246; 370,000 tested, 0.028% active; active = well fitted inhibition curve with a large enough effect in the polarisation, with a control signal flat; inconclusive = small, poorly fitted or top-dose-only effect, or effect the other way, or a change in a side signal; inactive = no such curve, though single readings can be large or run the other way; the % refers to the polarisation;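 note: polarization taken with two DNA probes labelled with fluorescein and Texas red; potency is the fitted concentration of half-maximal effect; % of control where 0% means no effect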
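His-tagged ERG Ets domain (1 uM in the protein solution; 300mM KCl, 50mM Tris-HCl, 1mM EDTA, 1mM DTT, pH 7.5) received compound, then a probe mix of 5 nM fluorescein-DNA and 100nM Texas-615-DNA. Fluorescence polarization was read for both dyes.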
PI4K2A inh: inhibitors of human PI4K2A; Q9BTU6; purified PI4K2A, ADP-Glo luminescence, 1 h; hits give low values; activity change, negative = inhibition, % at 76.9 µM; 420,000 tested, 0.13% active; AID 1346378; in the data active = activity change below about -50%; inconclusive = mostly about -30% to -49%;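 note: -100% = wells without enzyme as full effect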
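Compounds are screened against recombinant PI4K2A using PI as substrate and ATP, the latter dispensed at 300 microM. Reactions run one hour at ambient temperature before ADP-Glo detection; full inhibition defined by wells lacking enzyme.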
HP1b binding inh: inhibitors of HP1-beta chromodomain binding to methylated histone tails; P83916; AlphaScreen HP1-beta / biotin-H3K9me3 peptide binding; Potency, µM (highest dose often 114 µM), without a hit: at the highest dose activity change, negative = inhibition, actives largely listed as inhibitors; 390,000 tested, 0.56% active; AID 540317; note: potency is the fitted concentration of half-maximal effect; nearly all actives have a fitted effect of over 70% in size; inactives centre near 23
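Compound inhibition of the preformed complex between 50 nM HP1-beta and 50 nM biotinylated H3K9me3 peptide was read by AlphaScreen. Buffer was PBS pH 7.4 with 0.01% Tween-20. Incubations ran 30 min at room temperature, with 10 ug/mL donor/acceptor beads.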
JMJD2A Tudor inh: JMJD2A Tudor domain (human) inhibition; O75164; AlphaScreen JMJD2A-Tudor / H3K4me3 peptide binding; Potency, µM (doses to about 114 µM), for inactives: at the highest dose activity change, negative = inhibition, most hits filed as inhibitors; 390,000 tested, 4.4% active; AID 504339; note: potency is the fitted concentration of half-maximal effect; % is set by controls: 0 for no effect and ±100 for the full control effect; nearly all actives have a fitted effect of over 50% in size
ALOX12 inh: ALOX12 (human) lipoxygenase inhibition | P18054 | purified 12hLO, xylenol orange hydroperoxide absorbance | Potency, µM (titrated, usually from 108 µM), without a hit: at the top dose activity change, negative = inhibition, most hits filed as inhibitors | 580,000 tested, 1.1% active | AID 1671190; note: potency is the fitted concentration of half-maximal effect; % is set by controls: 0 for no effect and ±100 for the full control effect
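Purified human 12hLO at 150 nM in 25 mM Hepes, 0.01% Triton X-100, pH 7.0, preincubated 15 min at room temperature with compound. Reaction started with 40 uM arachidonic acid, 30 min at room temperature. Hydroperoxide measured by Fe-xylenol orange, 573/405 nm absorbance ratio.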
G9a inh: inhibitors of human histone lysine methyltransferase G9a. G9a H3K9 monomethylation, AlphaScreen, 2 h. Potency, µM (highest dose often 102 µM), inactives show top-dose activity, negative = inhibition, most hits filed as inhibitors. 350,000 tested, 8.8% active. AID 504332; note: potency is the fitted concentration of half-maximal effect; % is set by controls: 0 for no effect and ±100 for the full control effect; nearly all actives have a fitted effect of over 75% in size
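Signal arises when biotinylated H3K9 peptide, once monomethylated, bridges streptavidin donor and antibody-captured acceptor beads. Enzyme at 20 nM was preincubated 15 min with test compounds; peptide 500 nM and SAM 20 uM then reacted for 2 h.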
BAZ2B inh: inhibitors of human BAZ2B bromodomain | AlphaScreen BAZ2B-H3K14Ac peptide displacement | 360,000 tested, 4.4% active | Q9UIF8 | Potency, µM (series often up to 114 µM), for inactives: top-dose activity change, negative = inhibition, usual class: inhibitors; note: potency is the fitted concentration of half-maximal effect; % is set by controls: 0 for no effect and ±100 for the full control effect; nearly all actives have a fitted effect of over 60% in size
Target sequence (Q9UIF8 whole entry, looked up): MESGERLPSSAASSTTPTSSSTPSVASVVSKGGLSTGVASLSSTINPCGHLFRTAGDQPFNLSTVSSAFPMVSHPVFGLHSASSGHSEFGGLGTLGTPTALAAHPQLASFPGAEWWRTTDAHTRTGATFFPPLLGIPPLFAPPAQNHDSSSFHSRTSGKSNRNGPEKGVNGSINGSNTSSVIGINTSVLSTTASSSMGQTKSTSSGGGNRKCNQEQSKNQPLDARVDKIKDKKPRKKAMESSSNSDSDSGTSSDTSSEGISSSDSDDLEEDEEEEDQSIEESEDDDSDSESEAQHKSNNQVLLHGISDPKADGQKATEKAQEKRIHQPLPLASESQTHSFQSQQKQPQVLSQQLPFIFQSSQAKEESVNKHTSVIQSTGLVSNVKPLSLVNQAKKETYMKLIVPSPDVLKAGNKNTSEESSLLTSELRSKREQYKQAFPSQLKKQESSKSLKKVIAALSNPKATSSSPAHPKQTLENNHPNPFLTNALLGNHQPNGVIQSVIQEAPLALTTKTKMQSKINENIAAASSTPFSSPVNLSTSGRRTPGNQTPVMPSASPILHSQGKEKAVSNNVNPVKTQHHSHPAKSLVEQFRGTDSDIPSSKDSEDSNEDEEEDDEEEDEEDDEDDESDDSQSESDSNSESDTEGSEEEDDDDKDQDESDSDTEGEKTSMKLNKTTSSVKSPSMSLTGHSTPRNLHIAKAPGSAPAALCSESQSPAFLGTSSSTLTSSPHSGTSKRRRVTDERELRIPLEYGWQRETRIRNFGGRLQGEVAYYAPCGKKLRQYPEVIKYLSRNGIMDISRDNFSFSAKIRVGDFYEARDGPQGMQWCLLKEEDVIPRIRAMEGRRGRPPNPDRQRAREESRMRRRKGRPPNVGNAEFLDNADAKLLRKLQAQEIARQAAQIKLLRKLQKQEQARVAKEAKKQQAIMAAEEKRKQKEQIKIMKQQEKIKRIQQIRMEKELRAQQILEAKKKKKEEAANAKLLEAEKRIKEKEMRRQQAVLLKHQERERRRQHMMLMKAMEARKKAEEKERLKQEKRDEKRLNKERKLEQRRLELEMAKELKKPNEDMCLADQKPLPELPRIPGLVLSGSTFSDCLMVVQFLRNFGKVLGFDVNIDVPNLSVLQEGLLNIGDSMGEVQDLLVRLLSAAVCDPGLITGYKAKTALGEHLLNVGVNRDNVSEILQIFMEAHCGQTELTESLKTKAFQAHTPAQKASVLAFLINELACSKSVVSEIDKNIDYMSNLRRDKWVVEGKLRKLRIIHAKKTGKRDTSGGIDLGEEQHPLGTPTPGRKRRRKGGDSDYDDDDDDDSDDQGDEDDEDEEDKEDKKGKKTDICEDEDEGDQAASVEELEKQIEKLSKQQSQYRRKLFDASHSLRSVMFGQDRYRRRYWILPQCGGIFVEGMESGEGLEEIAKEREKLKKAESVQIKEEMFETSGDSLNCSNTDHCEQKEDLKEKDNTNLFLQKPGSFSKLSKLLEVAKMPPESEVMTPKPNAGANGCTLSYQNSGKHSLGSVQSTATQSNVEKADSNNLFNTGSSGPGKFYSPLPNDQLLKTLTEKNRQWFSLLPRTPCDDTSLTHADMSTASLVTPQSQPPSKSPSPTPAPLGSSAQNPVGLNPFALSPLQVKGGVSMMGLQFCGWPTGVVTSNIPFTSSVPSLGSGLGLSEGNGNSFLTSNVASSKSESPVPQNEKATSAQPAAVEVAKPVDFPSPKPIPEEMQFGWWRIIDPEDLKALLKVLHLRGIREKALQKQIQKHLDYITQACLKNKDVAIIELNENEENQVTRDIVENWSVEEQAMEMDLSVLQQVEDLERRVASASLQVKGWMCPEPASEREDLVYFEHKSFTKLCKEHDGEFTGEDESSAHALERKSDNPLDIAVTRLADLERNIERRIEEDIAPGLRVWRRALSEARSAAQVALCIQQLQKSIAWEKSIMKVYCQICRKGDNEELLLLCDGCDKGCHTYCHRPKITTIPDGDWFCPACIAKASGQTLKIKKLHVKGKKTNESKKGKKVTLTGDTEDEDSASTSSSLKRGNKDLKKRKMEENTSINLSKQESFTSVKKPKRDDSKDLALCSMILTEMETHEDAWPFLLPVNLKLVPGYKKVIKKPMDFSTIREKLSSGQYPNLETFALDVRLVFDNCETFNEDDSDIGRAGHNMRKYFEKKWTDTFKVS
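In this displacement format the biotinylated H3(5-23) peptide acetylated at Lys14 serves as ligand at 50 nM, with BAZ2B at 50 nM in PBS pH 7.4 containing 0.01% Tween-20. Donor and acceptor beads are 10 ug/mL final.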
GLS inhibitor: inhibitors of human glutaminase (GLS); GLS enzymatic activity, qHTS titration; Potency, µM (top dose mostly 45.5 µM), for the others: top-dose activity change, negative = inhibition, hits mostly inhibitors; 410,000 tested, 0.21% active; note: potency is the fitted concentration of half-maximal effect; % is set by controls: 0 for no effect and ±100 for the full control effect
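hKGA in 45 mM KH2PO4 pH 8.2, 0.02% Tween-20 with pin-transferred compounds; 1 mM L-glutamine (stock) plus glutamate oxidase/HRP/Amplex Red coupling added. Fluorescence read initially and after 30 min at RT.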
Starred values were filed as active, the others as inactive; i = inactive; ? = inconclusive; / = no result given; [ ] = another dose, or the depositor's remark. Unless noted, calls come from the whole dose curve; as a rule, active = well fitted curve in the direction sought with a large enough effect; inconclusive = small, poorly fitted or top-dose-only effect, or another doubt; inactive = no such curve, though single readings can be large; an effect the other way counts as inactive or inconclusive. This is a subset. The share of hits here may be higher or lower than overall.

item	canonical_smiles	ALOX12 inh	PI4K2A inh	ERG-DNA inh	RGS4 inh	GLS inhibitor
1	O=C(COC(=O)c1cc(=O)[nH]c2ccccc12)NCc1ccccc1	17%	-1	-6%	1%	-5%
2	CN(CC(=O)Nc1ccc(N2CCOCC2)cc1)C(=O)COc1ccccc1F	0%	0	1%	-5%	1%
3	CCCCN(Cc1ccco1)S(=O)(=O)c1c[nH]c(C(=O)OC)c1	3%	-2	-4%	1%[56.9 µM]	0%
4	CC(=O)c1ccc(NC(=O)NNS(=O)(=O)c2ccc(F)cc2)cc1	-4%	-4	-4%	15%	-1%
5	CCC(=O)N1c2ccccc2NC2=C(C(=O)CC(c3ccco3)C2)C1c1ccco1 (stereo not drawn)	0%	-15	-4%	-26%	-11%
6	CN(C)S(=O)(=O)c1cc(NC(=O)CNCCN2CCOCC2)ccc1Cl	-20%	4	-6%	-9%	1%
7	O=C(Cn1c(=O)ccc2cc(S(=O)(=O)N3CCCC3)ccc21)Nc1ccc(Cl)cc1	-21%	6	-1%	0%	-11%
8	Cc1ccc2c(c1)cc1c(=O)n(CC(=O)NCc3ccco3)nc(C)n12	-26%	1	5%	8%	-11%
9	c1ccc(-c2ncc(-c3ccn[nH]3)s2)cc1	-1%	-15	-4%	12%	-1%
10	O=C(Cn1nc(C(=O)O)c2ccccc2c1=O)Nc1ccc2c(c1)OCO2	-1%	9	-2%	-18%	3%
11	Cc1ccc(SC(C)C(=O)NC2CC2)cc1 (stereo not drawn)	0%	10	-3%	-12%	0%
12	COC(=O)c1cc(C(=O)OC)cc(N2C(=O)CN=C2Nc2nc(C)cc(C)n2)c1	i	3	6%	21%	5%

item	BAZ2B inh	HP1b binding inh	G9a inh	JMJD2A Tudor inh
1	/	52%[activator]	/	-8%
2	-4%	-8%	?	-15%
3	?	31%	/	-23%
4	-18%	18%	6%	-9%
5	-33%	3%	-51%[12.7 µM]	-8%
6	50µM*	26%	10µM*	28µM*
7	4%	12%[57 µM]	10%[59 µM]	-13%
8	2%	3%	10%[59 µM]	-16%
9	-10%	27%	9%	-8%[11.4 µM]
10	-9%	-9%	-2%	-16%
11	-3%	20%	5%	-15%
12	-18%	26%	-4%[59 µM]	-6%

Later entries
item	canonical_smiles	ALOX12 inh	PI4K2A inh	ERG-DNA inh	RGS4 inh	GLS inhibitor
13	COc1ccc(/C=C/C(=O)NCCCc2ccccc2)cc1OC	-12%	18	1%	-16%	0%
14	Cc1cc([N+](=O)[O-])cc2c1NC(c1ccccn1)C1CC=CC21 (stereo not drawn)	?	-8	13%	-37%	3%
15	CCOC(=O)C1CCN(C(=O)c2cccc(S(=O)(=O)N(C)C3CCCCC3)c2)CC1	?	-1	-3%	-35%	-9%
16	COc1ccc(CCC(=O)NC2CC(=O)N(c3ccc(C)c(C)c3)C2)cc1 (stereo not drawn)	-14%	5	-1%	-9%	-1%
17	CCOC(=O)C1=C2c3cc(OC)c(OC)cc3CC(C)(C)N2C(=O)C1=O	?	-7	-18%	-19%	2%
18	O=C(Nc1ccc(C(=O)O)cc1)/C(=C\c1ccc([N+](=O)[O-])cc1)NC(=O)c1ccc(Br)cc1	-28%	-3	-18%	-26%	1%
19	Cc1oc2c(c1C(=O)Nc1ccc(OC(F)(F)F)cc1)C1=NCCN1C=N2	0%	2	-3%	-1%	-2%
20	CC1CCCN(Cc2nc3c(c(=O)n(C)c(=O)n3C)n2CCCc2ccccc2)C1 (stereo not drawn)	-10%	-9	0%	9%	18%
21	O=C(NCc1ccc2c(c1)OCO2)c1cccc2c1C(=O)N(C1CCCCC1)C2	8%[57.4 µM]	-2	4%	3%	10%
22	CCC(=O)Nc1ccc(C(=O)CSc2nnc(-c3cccnc3)o2)cc1	0%[57.4 µM]	-4	5%	-31%	-9%
23	Cc1cc(C)c2c(CC(=O)Nc3ccc(F)cc3)coc2c1	?	-2	2%	3%	5%
24	O=C(Nc1cccc(F)c1)[C@H](CSCc1ccccc1)N1Cc2ccccc2C1=O	-26%	-6	-1%	3%	0%

item	BAZ2B inh	HP1b binding inh	G9a inh	JMJD2A Tudor inh
13	4%	22%	9%[59 µM]	-10%
14	-23%	-8%	-1%	50µM*
15	-18%	45%[activator]	12%[2.33 µM]	-6%
16	-1%	38%	-7%[59 µM]	-2%
17	-6%	33%	?	-10%
18	?	10%	?	-22%
19	-1%	28%	13%[59 µM]	-11%
20	6%	22%	17%[59 µM]	-11%
21	-5%	25%	4%	3%
22	-14%	54%[activator]	-29%[12.7 µM]	-10%
23	0%	35%	-2%[59 µM]	-6%
24	-12%	28%	-39%[59 µM]	-16%

5 of these compounds, set out differently:
[13] COc1ccc(/C=C/C(=O)NCCCc2ccccc2)cc1OC
[14] Cc1cc([N+](=O)[O-])cc2c1NC(c1ccccn1)C1CC=CC21 (stereo not drawn)
[15] CCOC(=O)C1CCN(C(=O)c2cccc(S(=O)(=O)N(C)C3CCCCC3)c2)CC1
[16] COc1ccc(CCC(=O)NC2CC(=O)N(c3ccc(C)c(C)c3)C2)cc1 (stereo not drawn)
[17] CCOC(=O)C1=C2c3cc(OC)c(OC)cc3CC(C)(C)N2C(=O)C1=O
compound no. | 13 | 14 | 15 | 16 | 17
ALOX12 inh | -12% | ? | ? | -14% | ?
PI4K2A inh | 18 | -8 | -1 | 5 | -7
ERG-DNA inh | 1% | 13% | -3% | -1% | -18%
RGS4 inh | -16% | -37% | -35% | -9% | -19%
GLS inhibitor | 0% | 3% | -9% | -1% | 2%
BAZ2B inh | 4% | -23% | -18% | -1% | -6%
HP1b binding inh | 22% | -8% | 45%[activator] | 38% | 33%
G9a inh | 9%[59 µM] | -1% | 12%[2.33 µM] | -7%[59 µM] | ?
JMJD2A Tudor inh | -10% | 50µM* | -6% | -2% | -10%

Next part
item	canonical_smiles	ALOX12 inh	PI4K2A inh	ERG-DNA inh	RGS4 inh	GLS inhibitor
25	C[N+]1(CC(O)COc2ccccc2)CCN(C(=O)c2ccc([N+](=O)[O-])cc2)CC1 (stereo not drawn)	?	-1	2%	11%	10%
26	COc1ccc(S(=O)(=O)N/N=C\c2ccc([N+](=O)[O-])o2)c(OC)c1	?	6	-13%	-46%	-8%
27	CC1CC(C)CN(S(=O)(=O)N2CCCC(C(=O)NC3CCCCC3C)C2)C1 (stereo not drawn)	10%	-3	2%	15%	9%
28	O=C1c2ccccc2NC(c2ccc(-c3cccc([N+](=O)[O-])c3)o2)N1O (stereo not drawn)	?	2	-4%	3%	24%
29	Cc1c(C(=O)N2CCOCC2)c(S(=O)(=O)Nc2ccccc2)c(C)n1C	-13%	2	-1%	-8%	-2%
30	COc1cc(/C=C2/C(=N)N3N=C(CC(=O)N4CCOCC4)SC3=NC2=O)ccc1OCc1ccc(F)cc1	-16%	-7	2%	-4%[56.9 µM]	-8%
31	CCc1ccc(-c2csc(NC(=O)Oc3ccccc3)n2)cc1	-11%	7	-1%	-8%	-4%
32	Cc1ccccc1-n1nc(C)c2c(C(=O)NN)cc(-c3ccncc3)nc21	10%	3	-13%	-22%	8%
33	COc1ccc(C(C)=O)cc1CSCCC(=O)O	-6%	2	-11%	-6%[11.4 µM]	2%
34	C=CCOc1ccc(CN(C)C(=O)C2CCCO2)cc1 (stereo not drawn)	16%	3	-1%	5%	-1%
35	COc1cc(OC)cc(C(=O)NCCCn2ccnc2)c1	0%	5	5%	24%	-2%
36	c1ccc(Nc2ccccn2)nc1	37%[activator]	-8	-8%	0%	-2%

item	BAZ2B inh	HP1b binding inh	G9a inh	JMJD2A Tudor inh
25	-34%	-13%	6.3µM*	?
26	-25%	41%[activator]	26%	-6%
27	-9%	17%	10%	7%
28	?	4%	?	-35%
29	-10%	39%	48%[activator]	-5%
30	-23%	10%	12%	4.5µM*
31	-33%	-6%	45µM*	-31%
32	-6%	20%	-6%	-17%
33	-10%	-4%	-7%[12.7 µM]	-1%[11.4 µM]
34	3%	9%	-8%	-9%
35	?	40%[activator]	/	-5%
36	?	4%	0.5µM*	?

Carrying on:
item	canonical_smiles	ALOX12 inh	PI4K2A inh	ERG-DNA inh	RGS4 inh	GLS inhibitor
37	Nc1ncc(Br)cc1S(=O)(=O)NCCc1ccccc1	39%[activator]	4	-10%	6%	-2%
38	Cn1c(=O)cc(SCC(=O)NCCCN2CCN(c3ccccc3F)CC2)c2ccccc21	1%	-1	4%	34%	17%
39	CC(=O)c1cccc(NC(=S)N2CCN(S(C)(=O)=O)CC2)c1	-3%	0	-3%	-36%	-5%
40	Cc1c(C)n(CC(O)CN2CCCCCC2)c2ccccc12 (stereo not drawn)	0%	-4	-5%	-4%	40%[activator]
41	O=c1[nH]c(/C=C/c2ccc(Br)cc2)nc2ccccc12	5%	-3	11%	-11%	-5%
42	O=C(CCN1C(=O)/C(=C\c2ccccc2)SC1=S)N1CCOCC1	-56%	0	-5%	-15%	-6%
43	Cc1cc(=O)n2c(C(=O)Nc3ccc(C)c(Cl)c3)c(C(=O)Nc3ccccc3)sc2n1	?	1	-5%	-5%	-3%

item	BAZ2B inh	HP1b binding inh	G9a inh	JMJD2A Tudor inh
37	-1%	50%[activator]	-9%	-3%
38	7%	13%	7%	-24%
39	-17%	0%	45µM*	-24%
40	?	-8%	35µM*	?
41	-1%	32%	-14%	-8%
42	-1%	27%	-3%	-12%
43	-5%	17%	?	-11%

Assay outcomes deposited in PubChem by National Center for Advancing Translational Sciences (NCATS).
